# From PubChem BioAssay
# D1 agonist: human D1 receptor agonism | HEK293 T-REx D1 cells, calcium flux, agonist mode | activation, % at 2 µM | actives 1% (n = 360,000) | AID 504660; in the data active = activation above about 30%; note: 0% is about no effect
# Target sequence (P21728 whole entry, looked up): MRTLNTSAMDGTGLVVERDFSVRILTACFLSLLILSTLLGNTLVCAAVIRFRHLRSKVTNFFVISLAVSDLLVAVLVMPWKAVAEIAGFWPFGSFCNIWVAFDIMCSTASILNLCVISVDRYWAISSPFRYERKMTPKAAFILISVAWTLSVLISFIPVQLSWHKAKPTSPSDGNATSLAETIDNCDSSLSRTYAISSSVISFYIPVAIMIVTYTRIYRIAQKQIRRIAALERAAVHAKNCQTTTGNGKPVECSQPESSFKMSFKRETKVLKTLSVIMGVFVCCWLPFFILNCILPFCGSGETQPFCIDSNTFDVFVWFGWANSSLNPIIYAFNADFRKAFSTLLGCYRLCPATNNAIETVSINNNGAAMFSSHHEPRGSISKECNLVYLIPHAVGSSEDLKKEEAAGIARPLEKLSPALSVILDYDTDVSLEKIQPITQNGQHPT
#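 Agonism was scored from calcium flux recorded over 180 s (1 read/s) after pintool compound addition, following a 10-cycle baseline. Cells were inducible force-coupled HEK293 TREx D1, plated overnight at 30 C and loaded with no-wash calcium dye.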
# D2 potentiator: positive allosteric modulators of human D2 dopamine receptor; P14416; HEK293 T-REx D2, calcium flux, EC20 dopamine potentiation; potentiation, % at 10 µM; actives 0.34% (n = 340,000); AID 485347;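 active = potentiation over 3 SD above the plate norm, cut at about 30% in these data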; note: 0% is about no effect
#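 Using a no-wash calcium dye in inducible, force-coupled HEK293 Trex cells expressing D2, we tracked fluorescence each second for 180 s after compound, then for 180 s after EC20 dopamine to detect augmented signalling.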
# Apoferritin bind: binds horse apoferritin like a general anesthetic; actives 0.074% (n = 350,000); P02791; apoferritin/1-aminoanthracene competitive binding, fluorescence; Potency, µM (highest dose often 77.5 µM), for the others: at the top dose activity change, negative = displacement, most hits filed as inhibitors; note: potency is the fitted concentration of half-maximal effect; % is set by controls: 0 for no effect and ±100 for the full control effect; nearly all actives have a fitted effect of over 20% in size
# Target sequence (P02791 2-175 limits assumed): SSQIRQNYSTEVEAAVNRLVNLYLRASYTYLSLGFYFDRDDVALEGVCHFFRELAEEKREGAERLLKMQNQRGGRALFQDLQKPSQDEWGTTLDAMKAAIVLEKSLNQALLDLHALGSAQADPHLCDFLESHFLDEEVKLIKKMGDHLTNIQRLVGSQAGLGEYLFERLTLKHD
#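 Read-out: endpoint 1-AMA fluorescence, excitation 380 nm and emission 535 nm, after compounds sit 10 min at room temperature with 10 uM horse-spleen apoferritin in 50% saturated 1-AMA/PBS. Values come from four-parameter Hill fits.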
# TRHR ag: activates the human TRH receptor. TRHR cells, calcium flux fluo-8, FDSS agonist mode. P34981. AID 493084. actives 0.18% (n = 360,000). activation, % at 2 µM; in the data active = activation above about 30%; note: 0% is about no effect
# Target sequence (P34981 whole entry, looked up): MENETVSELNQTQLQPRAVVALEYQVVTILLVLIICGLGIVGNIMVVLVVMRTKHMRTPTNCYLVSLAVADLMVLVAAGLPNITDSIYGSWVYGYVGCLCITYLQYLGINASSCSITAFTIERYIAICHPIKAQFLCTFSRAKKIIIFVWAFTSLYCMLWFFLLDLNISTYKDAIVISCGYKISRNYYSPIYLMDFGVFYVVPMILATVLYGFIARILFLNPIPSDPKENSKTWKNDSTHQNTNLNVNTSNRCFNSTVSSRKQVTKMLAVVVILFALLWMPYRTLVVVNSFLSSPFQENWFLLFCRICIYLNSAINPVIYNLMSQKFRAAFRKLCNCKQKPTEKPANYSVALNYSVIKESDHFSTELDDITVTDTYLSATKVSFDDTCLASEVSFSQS
#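 TRHR-expressing cells, plated overnight in medium with 10% serum, were loaded with fluo-8 calcium dye at room temperature. After a 10 s baseline, library compound was pin-added and calcium release was recorded kinetically (ex 480/em 530) as agonist response.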
# D1 potentiator: enhances dopamine response at the human D1 receptor | P21728 | HEK293 TREx D1 cells, calcium flux, dopamine EC20 potentiation | potentiation, % at 10 µM | actives 0.036% (n = 360,000); in the data active = potentiation above about 30%; note: 0% is about no effect
# RXFP1 ag: activates the human relaxin receptor RXFP1 | Q9HBX9 | HEK293T-RXFP1 cAMP TR-FRET, 30 min; response scale: percent of porcine relaxin response, buffer zero | Potency, µM (series often up to 57.5 µM), without a hit: at the top dose activation, usual class: activators | actives 0.3% (n = 370,000) | AID 2676; note: potency is the fitted concentration of half-maximal effect; % is set by controls: 0 for no effect and ±100 for the full control effect; nearly all actives have a fitted effect of over 60% in size; many of its hits are not listed in these tables
#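 cAMP rise read by TR-FRET after 30 min, 37C compound exposure (up to 58 uM) in RXFP1-transfected HEK293 cells with Ro 20174 present. EC50 from Hill-equation fits, with 29 nM porcine relaxin as 100% and buffer as basal.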
# D1 antagonist: blocks dopamine activation of the human D1 receptor; HEK293 TREx D1 cells, calcium flux, dopamine EC80; active compounds read low; AID 504652; P21728; activity change, negative = inhibition, % at 10 µM; actives 3.2% (n = 360,000); in the data active = activity change below about -30%; note: % is set by controls: 0 for no effect and ±100 for the full control effect
#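 Cells carrying a force-coupled, tetracycline-inducible human D1 receptor report calcium flux. Each well gets a 10 s baseline, compound with 180 s monitoring, then an EC80 dopamine stimulus with a second 180 s kinetic read.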
# RXFP1 antagonist: RXFP1 (human) relaxin receptor antagonism; Q9HBX9; HEK293-RXFP1, relaxin-stimulated cAMP HTRF, 30 min; active compounds read low; activity change, negative = inhibition, % at 57.5 µM; actives 0.59% (n = 350,000);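 active = activity change of -60% or lower, but not beyond a set lower limit; inconclusive = change between -60% and -40%, or beyond the set limit; inactive = change above -40%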; note: % is set by controls: 0 for no effect and ±100 for the full control effect
# TRHR enhancer: allosteric enhancers of human TRH receptor. enhancement, % at 2 µM. TRHR cells, fluo-8 calcium fluorescence, EC20 TRH enhancement. P34981. actives 0.66% (n = 360,000). AID 493056; in the data active = enhancement above about 30%; note: 0% is about no effect
#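 Enhancer read-out: after compound pinning and an initial kinetic agonist-mode read, an EC20 of TRH (10 nM final) was injected and fluo-8 calcium signal (Ex 480/Em 530) followed at 1 s/cycle for 100 cycles in TRHR-expressing cells.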
# * = called active by the depositor; ? = inconclusive; . = no result given; & = joins results of further samples; ! = not confirmed by another sample; [ ] = remark or other dose. Unless noted, calls come from the whole dose curve; as a rule, active = well fitted curve in the direction sought with a large enough effect; inconclusive = small, poorly fitted or top-dose-only effect, or another doubt; inactive = no such curve, though single readings can be large; an effect the other way counts as inactive or inconclusive. Not all compounds are listed; the hit share may differ from the screen's.
D1 agonist	D2 potentiator	Apoferritin bind	TRHR ag	D1 potentiator	RXFP1 ag	D1 antagonist	mol	RXFP1 antagonist	TRHR enhancer
0.0&1.6	2.8&-1.1	-3.0%&-4.4%	0.5&-1.5	5.0&-2.5	-1.6%&-2.5%	-31.4*!	Cc1nn(CCC(=O)NCc2ccc(N(C)C)cc2)c(=O)c2nn(-c3ccccc3)c(C)c12	-5.8&-4.0	-2.5&10.9
0.3	-3.0	1.3%	0.3	-3.5	3.0%	-8.9	O=C(NCc1ccccc1F)C1CCCN1C(=O)NC1CCCCC1 (stereo not drawn)	-0.9	-0.5
0.1	-1.8	.	-0.4	-5.8	1.9%	-5.8	O=C(c1cccc(S(=O)(=O)Nc2ccc(Br)cc2)c1)N1CCCC1	-11.5	5.7
1.0	.	-8.9%	0.0	0.5	0.7%	1.1	COc1ccc2[nH]c3c(c2c1)CCN1C(=O)N([C@@H](C)C(=O)NCC2CCCO2)C(=O)[C@]31C (stereo partly drawn)	.	8.2
0.4	-5.2	-10.7%	-1.0	-0.7	0.0%	8.9	Cc1oc(-c2ccccc2F)nc1CS(=O)CC(=O)NCc1ccc(Cl)cc1 (stereo not drawn)	21.4	1.2
-0.4	-4.8	-11.9%	1.3	-0.8	4.0%	4.5	COc1ccc(NS(=O)(=O)c2ccc(C)c(NC(=O)c3ccc(C)c(S(=O)(=O)N4CCOCC4)c3)c2)cc1	0.9	0.2
2.2	-9.2	5.8%	-0.5	-2.0	3.1%	12.0	O=c1cnn(Cc2c(Cl)cccc2Cl)c2ccccc12	-19.0	3.3
0.9	1.7	.	-0.9	-1.6	-1.6%	-14.2	COc1cc2ccccc2cc1C(=O)N1CCCC(C(F)(F)F)C1 (stereo not drawn)	0.5	1.0
4.3	23.3	-12.7%	-1.4	-3.5	7.0%	33.1	CCOC(=O)c1sc(NC(=S)NC(=O)c2ccco2)nc1C	-4.1	6.3
4.3	1.3	-11.5%	0.0	6.2	0.1%	3.0	CN(C(=O)CSc1nc(O)cc(=O)n1-c1ccccc1F)c1ccccc1	-0.9	-4.0
0.5	2.4	-11.9%	-0.7	-1.4	2.4%	15.6	Cc1ccc(OCCC(=O)OCC(=O)NCCc2ccccc2)cc1	0.9	-1.3
2.7	-11.0	?	0.0	-2.9	2.6%	-12.7	NC(=O)C12CCCC(Br)(CCC1)C2	9.5	3.9
5.3	0.1	-2.6%	0.6	3.4	2.6%	-11.9	CC(=O)NC(=S)Nc1sc2c(c1C#N)CCCCC2	-5.5	0.7
1.4	10.4	-1.1%	0.0	-3.5	-1.1%	-0.1	CCOc1ccc(-c2cc(-c3nc(-c4ccc(C)cc4)no3)[nH]n2)cc1	-6.3	3.7
14.3	-8.0	77.9%[activator]	0.4	-2.1	2.6%	4.9	CCOC(=O)c1c(NC(=O)C2c3ccccc3Oc3ccccc32)sc(C)c1CC	.	-1.2
-0.7	-0.1	-15.4%	-0.3	-3.1	5.3%	-13.2	CCOc1ccc2c(c1)c1nnc(SCC3CCCO3)nc1n2C (stereo not drawn)	-7.1	1.9
-1.0	2.6	199.8%[activator]	0.1	0.2	-1.1%	2.4	COc1cccc(C(=O)Nc2ccc3nc(N4CCC(C)CC4)cc(C)c3c2)c1	.	2.5
5.0	-3.7	2.5%	0.2	2.4	-0.2%	-8.8	Cc1ccc(C)c(NC(=S)N(C)CCO)c1	-7.1	-2.6
4.1	1.9	-8.5%	-0.7	1.4	-0.9%	-20.8	NC(=O)CNC(=O)[C@@H]1CC2(CC(c3ccc(Cl)cc3)=NO2)CN1C(=O)c1ccccc1 (stereo partly drawn)	.	9.9
2.1	6.9	-1.8%	-0.3	-0.1	0.1%	8.0	COc1ccccc1Nc1nc(N)nc(CSc2ncccn2)n1	3.0	1.9
5.6	-0.2	4.6%	-0.2	-7.5	-0.7%	-16.6	CCC(=O)Nc1cccc(NC(=O)c2cccc([N+](=O)[O-])c2C)c1	14.3	8.4
0.9	-0.6	3.3%	-0.6	-1.5	0.1%	3.3	CCOC(=O)c1ccc2c(c1)N(C)C(=O)c1ccccc1S2	0.4	-1.1
8.0	-27.1	-11.4%	-1.1	-2.8	-0.2%	1.4	COC(=O)c1ccc(CN2CCCC(C(=O)c3ccccc3OC)C2)cc1 (stereo not drawn)	-0.7	-12.2
3.2	3.3	-2.8%	0.0	-2.6	0.4%	-4.7	COc1ccc(NCc2n[nH]c(=O)c3ccccc23)cc1	4.6	3.8
2.0	12.8	4.8%	0.7	5.5	5.7%	-8.9	Cn1c(C(=O)N[C@@H](C(=O)O)c2ccccc2)cc2cc(F)ccc21	-6.6	4.9
-0.8	-1.6	-1.5%	0.3	-4.4	1.5%	-10.3	O=c1oc(-c2cccs2)nc2ccc(Cl)cc12	-12.8	0.0
1.6	2.9	-17.3%	-3.7	-7.7	7.0%	-18.3	O=C(Nc1ccc(-c2ccc3nncn3n2)cc1)C1CCCCC1	-15.3	3.1
3.4	0.6	2.5%	-0.2	1.8	-1.7%	-1.0	Cc1cccc(N=C2NN=C(c3c(C)[nH]c4ccccc34)CS2)c1	-6.5	-1.3
0.5	1.1	-17.6%	3.0	-7.5	-1.2%	-12.4	N=c1c(S(=O)(=O)c2ccc(Cl)cc2)cc2c(=O)n3ccccc3nc2n1C1CCCCC1	6.7	6.3
3.4	14.8	-16.8%	1.5	5.5	-3.4%	2.2	O=C1CC(=O)N(CCc2ccc(F)cc2)C(=O)N1	-4.9	2.1
-0.2	-7.9	-13.4%	-0.1	-0.1	3.3%	-6.2	COc1ccc(Nc2oc(/C=C/c3ccc(F)cc3)nc2C#N)cc1	-15.2	1.7
1.0	20.5	-6.7%	-0.7	-3.1	-1.9%	6.9	CC(C)OCCCN1C(=O)c2[nH]nc(-c3ccccc3O)c2C1c1cccc(Cl)c1 (stereo not drawn)	-7.8	-1.7
2.8	-0.8	1.5%	0.1	-6.6	1.9%	-21.2	COC(=O)Nc1ccc(S(=O)(=O)Nc2ncccn2)cc1	6.4	4.8
0.1	3.1	-22.5%	-0.3	-9.6	6.3%	-1.2	CC(C)(C)c1ccc(C(=O)NC(=S)N2CCCC2)cc1	2.3	-0.6
1.0	6.9	-6.0%	0.6	-3.4	0.7%	-18.0	CNC(=O)c1cc(S(=O)(=O)N2CC(C)OC(C)C2)ccc1N1CCOCC1 (stereo not drawn)	-1.5	2.3
3.5	7.8	19.5%	-1.7	-2.4	0.4%	-0.5	Cc1ccc(C)c(Cn2c3ccccc3c3cnn(CC(=O)NC(C)c4ccccc4)c(=O)c32)c1 (stereo not drawn)	-4.2	2.9
1.4	-0.3	-8.4%	-1.4	.	1.2%	0.5	CCOc1ccc(NC(=O)C(=O)NCCN2CCN(S(=O)(=O)c3ccc(C)cc3)CC2)cc1	-4.6	-10.6
35.8*	8.1	16.8%	-2.3	-7.1	-0.4%	-47.7*	N#Cc1ccc(-c2ccc(OCC(=O)NCCc3ccccc3)cc2)cc1	-8.0	-0.1
-1.2	-4.1	-6.1%	0.4	-5.8	5.8%	-6.6	CC1=C(C(=O)NC(C)c2ccccc2)C2(CCC(C)CC2)OC1=O (stereo not drawn)	8.3	-2.7
1.0	3.8	-5.0%	-0.2	-6.2	3.2%	29.5	COc1cc(OC)cc(C(=O)NCC(=O)OC2CCOC2=O)c1 (stereo not drawn)	-2.2	4.5
0.9	-1.4	1.2%	-0.8	0.3	1.9%	1.3	CCCCN(CC)CCCNC(=O)c1sc2nc(C)cc(C)c2c1-n1cccc1	-9.6	6.9
-1.1	-10.2	-14.7%	-1.0	-7.2	2.6%	3.7	Cn1c(COc2ccccc2)nnc1SCC(=O)c1cccc([N+](=O)[O-])c1	8.2	-4.5
3.0	0.2	-7.8%	-0.2	-9.8	3.3%	-4.4	COc1ccccc1CN1CC(C(=O)NC2CCCCC2)CC1=O (stereo not drawn)	3.0	2.5
2.9	2.5	-2.5%	-0.2	-0.9	-2.0%	3.2	Cc1ccc(/C=C(\NC(=O)c2ccccc2)C(=O)N2CCCC2C(=O)O)cc1 (stereo not drawn)	6.1	4.6
5.2	3.7	-14.2%	-0.3	-2.2	-3.5%	2.3	CCC(C)NC(=O)C1CCC(CNS(=O)(=O)c2ccc3c(c2)CC(C)N3C(=O)C2CC2)CC1 (stereo not drawn)	-6.3	1.7
2.9	.	-7.4%	1.1	-1.9	4.4%	-5.1	O=C1COc2cc(S(=O)(=O)CCC(=O)N3CCN(c4cccc(Cl)c4)CC3)c(Cl)cc2N1	.	5.1
3.5	.	3.2%	0.2	-4.8	0.1%	5.7	CCN1CCN(CC(=O)c2ccc(C)cc2)CC1	6.3	8.0
24.8	-2.9	-15.1%	-0.3	-4.8	-0.2%	-4.4	O=C(NNC(=S)Nc1ccc(F)cc1)C1CC1c1ccc(Cl)cc1 (stereo not drawn)	-15.4	4.7
4.8	-10.3	.	-0.6	0.6	0.1%	-23.0	O=C(COC(=O)CCNS(=O)(=O)c1ccccc1)NC(=O)Cc1ccccc1	-8.9	1.2
14.5	-27.9	.	0.8	-6.2	-2.6%	-6.8	O=C(NC1CCN(Cc2ccccc2)CC1)c1cccc(S(=O)(=O)Nc2ccc(F)cc2)c1	-18.5	10.1

# An excerpt from above in order of length of the SMILES, rising:
D1 agonist	D2 potentiator	Apoferritin bind	TRHR ag	D1 potentiator	RXFP1 ag	D1 antagonist	mol	RXFP1 antagonist	TRHR enhancer
2.8	-0.8	1.5%	0.1	-6.6	1.9%	-21.2	COC(=O)Nc1ccc(S(=O)(=O)Nc2ncccn2)cc1	6.4	4.8
-0.2	-7.9	-13.4%	-0.1	-0.1	3.3%	-6.2	COc1ccc(Nc2oc(/C=C/c3ccc(F)cc3)nc2C#N)cc1	-15.2	1.7
35.8*	8.1	16.8%	-2.3	-7.1	-0.4%	-47.7*	N#Cc1ccc(-c2ccc(OCC(=O)NCCc3ccccc3)cc2)cc1	-8.0	-0.1
1.0	20.5	-6.7%	-0.7	-3.1	-1.9%	6.9	CC(C)OCCCN1C(=O)c2[nH]nc(-c3ccccc3O)c2C1c1cccc(Cl)c1 (stereo not drawn)	-7.8	-1.7
3.5	7.8	19.5%	-1.7	-2.4	0.4%	-0.5	Cc1ccc(C)c(Cn2c3ccccc3c3cnn(CC(=O)NC(C)c4ccccc4)c(=O)c32)c1 (stereo not drawn)	-4.2	2.9
5.2	3.7	-14.2%	-0.3	-2.2	-3.5%	2.3	CCC(C)NC(=O)C1CCC(CNS(=O)(=O)c2ccc3c(c2)CC(C)N3C(=O)C2CC2)CC1 (stereo not drawn)	-6.3	1.7
